# M. tuberculosis: growth inhibition of non-replicating M. tuberculosis (AID 488890). Mycobacterium tuberculosis non-replicating, growth inhibition; higher % means a stronger effect. 320,000 tested, 0.39% active. one-dose inhibition, % at 25 µM; IC50 in µM for titrated hits; in the data active = a potency from the dose series; inconclusive = inhibition mostly from about 82% at the one dose, without a potency; inactive = the rest, 99 in 100 with inhibition below about 76%;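 note: plate controls were DMSO cells for no effect and high antibiotic wells for full effect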
# VEEV TC-83 Vero: inhibitors of VEEV TC-83 cytopathic effect, confirmation, Vero cells (AID 588727); Vero cells, VEEV TC-83 cytopathic effect inhibition; higher % means a stronger effect; inhibition, % at 20 µM, or IC50 in µM where a hit was titrated; 350,000 tested, 0.13% active; in the data active = a potency from the dose series; inconclusive = inhibition mostly from about 14% at the one dose, without a potency; inactive = the rest, 99 in 100 with inhibition below about 12%; note: strong numbers were not always called active
# M. tuberculosis HTS: M. tuberculosis growth inhibition, HTS (AID 449762) | M. tuberculosis H37Rv growth inhibition, 7H9 media; higher % means a stronger effect | inhibition, % at 25 µM, or IC50 in µM where a hit was titrated | 330,000 tested, 0.59% active; in the data active = a potency from the dose series; inconclusive = inhibition above about 70% without an active follow-up result;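 note: bacterial growth assessed after seven days of incubation; strong numbers were not always called active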
# H1N1 NS1A inhibition: H1N1 influenza NS1A inhibitors, functional cell based assay (AID 504329). NS1A functional cell-based assay, percent inhibition; higher % means a stronger effect. inhibition, % at 12.5 µM; hits with a dose series show IC50 in µM. 340,000 tested, 0.3% active; in the data active = a potency from the dose series; inconclusive = inhibition above about 27% without an active follow-up result; note: strong numbers were not always called active
# PhoP GFP inhibition: Inhibition of PhoP regulon, Salmonella typhi GFP reporter cells, confirmation, 4 h (AID 1850); Salmonella Typhi PhoP-promoter GFP reporter, fluorescence, 4 h; higher % means a stronger effect; inhibition, % at 50 µM, or IC50 in µM where a hit was titrated; 310,000 tested, 0.33% active; in the data active = a potency from the dose series; inconclusive = inhibition mostly from about 25% at the one dose, without a potency; inactive = the rest, 99 in 100 with inhibition below about 19%;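 note: 0% = induced wells with vehicle and 100% = uninduced wells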
# VEEV TC-83 Vero 10K pilot screen: second read-out of VEEV TC-83 Vero, no call of its own (marks repeat the call); inhibition, %; measured here: 10K pilot screen inhibition
# Starred values were filed as active, the others as inactive; i = inactive; ? = inconclusive; . = not tested or not shown.
SMILES,M. tuberculosis,VEEV TC-83 Vero,M. tuberculosis HTS,H1N1 NS1A inhibition,PhoP GFP inhibition,others
CC1=C(C(=O)Nc2ccccn2)C(c2cccnc2)n2nnnc2N1 (configuration not stated),-19%,1.1%,1%,2%,-1%,
Nc1ccc(/C=C/C(=O)c2cccs2)cc1,18%,4.0%,-2%,-11%,-9%,
CC(C)CCNC(=O)C1CCC(CNc2c(N3CCC(C)CC3)c(=O)c2=O)CC1 (configuration not stated),3%,3.7%,5%,12%,5%,
CC(=O)c1ccc(N2CCN(c3ccc(S(=O)(=O)NCCCN(C)C)cc3[N+](=O)[O-])CC2)cc1,10%,i,3%,19%,19%,
Cn1ncc2c(NNC(=O)c3ccc(Cl)cc3Cl)ncnc21,-27%,1.9%,7%,5%,-6%,
COc1ccccc1[C@@H]1C(c2ccccc2)=NN(c2ccccc2)[C@H]1C(=O)N1CCOC1=O,.,i,.,11%,.,
COc1cc2c3nc4n(c(=O)c3n(CC(=O)NCC3CCCO3)c2cc1OC)CCS4 (configuration not stated),-10%,2.0%,5%,-8%,-4%,
CCC(C)(C)NC(=O)c1ccc2c(c1)N(CC(=O)N1CCCC1)C(=O)C(C)(C)O2,21%,0.3%,-1%,1%,-1%,
COC(=O)Cc1ccc(NC(=S)N2CCCC(C)C2)cc1 (configuration not stated),20%,0.2%,0%,-6%,-2%,
Cn1cnnc1Sc1ccc(CN2CCN(C3CCCC3)C(CCO)C2)o1 (configuration not stated),-1%,0.0%,1%,-3%,0%,
O=C([O-])c1cc(-c2ccccc2)cc(-c2ccccc2)[n+]1CCc1ccc(Cl)cc1,.,i,.,5%,.,
Cc1c(Cl)cccc1Nc1nc(N)nc(CSC(=S)N2CCOCC2)n1,-23%,1.2%,-5%,-1%,7%,
CC(Sc1ccccc1)C(=O)NCC(c1ccco1)N1CCCCC1 (configuration not stated),-9%,i,0%,3%,-2%,
CCCCCC#CCN1CCN(C23CC4CC(CC(C4)C2)C3)CC1,37%,0.2%,?,-20%,.,
CCOc1ccc(N2C(=O)CC(Cc3ccccc3OC)C2=O)cc1 (configuration not stated),5%,1.4%,2%,-1%,-5%,
S=C(NCCc1ccccc1)N/N=C/c1c(Cl)cccc1Cl,-19%,0.8%,12%,-1%,-4%,
CC1(C)Cc2nc(-c3ccccc3)nc(NNC(=O)c3ccco3)c2CO1,-10%,1.5%,-7%,-2%,0%,
Cc1ccc(C(=O)Nc2ccccc2)cc1S(=O)(=O)N1CCN(C)CC1,-3%,0.1%,5%,5%,-8%,
COc1cc(O)oc1C=Nc1ccc(Cl)cc1Cl,-2%,4.6%,1%,-1%,-2%,
Cc1cccc(N(C)S(=O)(=O)c2c(C)[nH]c(C)c2C(=O)N2CCCC2)c1,4%,0.8%,0%,8%,-2%,
COc1ccc(C(CNc2ccc(S(=O)(=O)N3CCCC3)cc2[N+](=O)[O-])N2CCCC2)cc1 (configuration not stated),33%,2.2%,-4%,16%,0%,
Cc1ccc2c(Cl)c(C(=O)Nc3ccc4c(c3)OCO4)sc2c1,25%,1.6%,2%,5%,-6%,
O=C(NC1CCCCC1)C(c1ccco1)N(Cc1ccco1)C(=O)c1ccco1 (configuration not stated),-2%,i,-6%,0%,14%,
C=CCn1c(SCC(=O)Nc2cc(C)on2)nc2c([nH]c3ccccc32)c1=O,-6%,2.2%,-24%,-11%,-12%,
O=C(O)c1ccccc1NS(=O)(=O)c1ccc2c(c1)OCCO2,9%,3.2%,-1%,-5%,-3%,
N#Cc1ccccc1OCC(=O)Nc1ccc(S(=O)(=O)N2CCOCC2)cc1,-2%,1.0%,-9%,1%,.,
C/C(=N/NC(=O)c1ccccn1)c1ccco1,55%,i,?,5%,0%,
O=C(NC(=O)N1CCN(C(c2ccccc2)c2ccccc2)CC1)c1ccccc1,16%,4.0%,3%,3%,16%,
COc1ccc2sc(-c3ccc(S(C)(=O)=O)cc3)c(-c3ccc(C(N)=O)cc3)c2c1,6%,0.4%,0%,-9%,.,VEEV TC-83 Vero 10K pilot screen=1.7
CCc1ccc(-c2cc(C)no2)cc1S(=O)(=O)N1CCCN(Cc2ccc(F)cc2)C1,57%,i,17%,2%,7%,
O=C(CN1CCN(C(=O)c2ccccc2)CC1)Nc1cc(S(=O)(=O)N2CCCC2)ccc1Cl,26%,6.6%,-8%,-2%,.,
CC(=O)Nc1ccc(Nc2nnc(-c3ccc(C)c(S(=O)(=O)NCCO)c3)c3ccccc23)cc1,5%,i,0%,-2%,3%,
Cn1nc(-c2ccccc2F)c2cc(C(=O)N3CCN(C(=O)c4ccco4)CC3)sc21,-19%,2.3%,28%,10%,2%,
N/C(=N\OC(=O)c1cccs1)c1ccc(Cl)cc1,71%,1.9%,4%,.,11%,
COC(=O)c1ccc2c(=O)n3c(nc2c1)SCC(c1ccccc1)=N3,.,0.7%,-11%,2%,-12%,
O=C(NNc1c2ccccc2nc2ccccc12)c1ccccc1Cl,-8%,2.8%,3%,-2%,5%,
N#CSCC(=O)c1cccc2ccccc12,51%,7.0%,8%,4%,-17%,
O=S(=O)(c1cccc(COc2c(Cl)cccc2Cl)c1)N1CCOCC1,4%,5.4%,5%,-1%,10%,
C/C=C/C(=O)Nc1cccc(C2=NOC3(C2)C[C@@H](C(N)=O)N(C(=O)c2cc([N+](=O)[O-])cc([N+](=O)[O-])c2C)C3)c1 (some centres not stated),15%,0.5%,-7%,6%,-4%,
O=C(Nc1ccc(Oc2ccc3c(c2)C(=O)N(c2ccc(O)cc2)C3=O)cc1)c1cccs1,9%,0.4%,3%,-3%,2%,
CCOc1ncccc1C(=O)OCC(=O)c1ccccc1,45%,1.4%,-1%,-4%,3%,
COC(=O)[C@H](CC(C)C)NC(=O)N1CCC(C)CC1,34%,0.2%,2%,-8%,9%,
CN(C)CCNC(=O)C1(O)c2cc(Br)ccc2NC(=O)N1c1ccc(Cl)cc1 (configuration not stated),0%,1.4%,2%,-8%,-2%,
NC(=O)c1ccc(=O)n(Cc2ccc(Cl)cc2Cl)c1,4%,i,7%,0%,6%,
COc1ccc(NC(=O)CN2C(=O)NC3(CCCC3)C2=O)cc1OC,-4%,1.3%,6%,-6%,5%,
O=C(COc1ccc2c(c1)CCC2)N1CCN(c2ccccc2F)CC1,31%,0.8%,2%,5%,-1%,
O=C(Nc1ccc(Br)cc1)c1cccc(-n2cnnn2)c1,4%,2.6%,3%,3%,4%,
Cc1cc(=O)oc2c(C)c(OCC(=O)N3CC[C@@]4(O)CCCC[C@H]4C3)ccc12,-3%,0.6%,-2%,-29%,13%,
CC(C)(C)C(=O)N(Cc1ccc(Cl)cc1)c1cnccn1,-10%,i,-8%,3%,-1%,
COC(=O)c1cc2c(ccn2-c2ccc(F)cc2)n1CC(=O)C(C)(C)C,7%,1.6%,5%,6%,-28%,
# More compounds.
SMILES,M. tuberculosis,VEEV TC-83 Vero,M. tuberculosis HTS,H1N1 NS1A inhibition,PhoP GFP inhibition,others
CC(=O)c1c(C)[nH]c(C(=O)N2CCN(c3ncccn3)CC2)c1C,-6%,0.1%,-10%,28%,-4%,
CCCN(CCC)c1nc2ccccc2n2c(C)nnc12,18%,5.0%,-1%,2%,3%,
CCN1CCN(C(C)C(=O)NC2CCCCC2)CC1 (configuration not stated),-7%,i,8%,-7%,3%,
N#CCCN(C(=O)Cn1nc(C(=O)O)c2ccccc2c1=O)c1ccccc1,-6%,0.6%,5%,-6%,-10%,
O=C(Oc1cccc(C(=O)N2CCOCC2)c1)c1ccc(Br)cc1,22%,i,-4%,3%,-1%,
CN(C)CCN(C(=O)C1CCN(S(=O)(=O)c2cccs2)CC1)c1nc2ccc(F)cc2s1,-4%,0.6%,-6%,4%,5%,
CCCCN(c1ccccc1)c1ncnc(N)c1[N+](=O)[O-],3%,0.1%,8%,4%,1%,
CC(C)[C@H](NC(=O)c1ccc(C(C)(C)C)cc1)C(=O)N1CCN(Cc2ccc3c(c2)OCO3)CC1,51%,4.7%,36%,5%,.,
COc1ccc(S(=O)(=O)NC2(C(F)(F)F)N=C(c3ccccc3)NC2=O)cc1 (configuration not stated),-6%,3.8%,-7%,-11%,7%,VEEV TC-83 Vero 10K pilot screen=1.3
CC(=O)Nc1ccc(SCC(=O)N(C)CC(=O)Nc2ccccc2Cl)cc1,-2%,0.9%,-5%,3%,.,
CS(=O)(=O)Nc1cccc(C2=NN(C(=O)CCC(=O)O)C(c3cccs3)C2)c1 (configuration not stated),-9%,1.0%,-2%,-1%,2%,
O=C(O)CC12CC3CC(C1)CC(n1ncc(NCC4CCCO4)c(Cl)c1=O)(C3)C2 (configuration not stated),0%,0.1%,-13%,-11%,24%,
CC1CCCCN1C(=S)NCCc1ccccc1 (configuration not stated),40%,1.0%,-4%,-6%,-6%,
CC(=O)N1CCc2cc(Br)cc(S(=O)(=O)N3CCC(C(=O)O)CC3)c21,-25%,6.5%,-9%,6%,0%,
COCc1cc(=O)n2[nH]cc(-c3ccccc3)c2n1,78%,i,30%,-5%,-1%,
O=C(CN(Cc1ccc(F)cc1)C(=O)CCC(=O)Nc1nccs1)NCC1CCCO1 (configuration not stated),-10%,1.8%,-4%,-16%,14%,
O=C(Nc1nnc(CCc2ccccc2)s1)c1ccccc1F,16%,0.8%,-1%,-7%,-5%,
O=C(NC(=S)Nc1ccccc1N1CCOCC1)c1ccc([N+](=O)[O-])cc1,-24%,1.2%,7%,1%,-11%,
Cc1ccccc1NC(=S)C1=C(O)c2sccc2N(C)S1(=O)=O,31%,0.8%,-7%,-9%,-25%,
O=C(Nc1nc(-c2cccc(Br)c2)cs1)Oc1ccccc1,11%,i,64%,5%,-4%,
O=C1CCC([N+](=O)[O-])C(c2ccccc2C(F)(F)F)N1 (configuration not stated),-9%,0.3%,2%,-2%,-11%,
CCc1cccc(NC(=O)c2ccc(Br)o2)c1,?,1.0%,56%,0%,5%,
O=C(Cc1cccc(NC(=O)C2CCCN(C(=O)CCc3ccccc3)C2)c1)Nc1ccc(C(=O)N2CCCCC2)cc1 (configuration not stated),.,i,.,20%,.,
O=C(NC1CCCCC1)c1ccc2c(c1)OCO2,77%,i,-2%,-12%,0%,
CCN1C(=O)[C@H]2[C@@H](c3ccc(Cl)cc3)N3C(=O)CN(CC4CC4)C(=O)[C@@]3(C)[C@H]2C1=O,-6%,i,1%,-7%,5%,VEEV TC-83 Vero 10K pilot screen=0.6
Cc1ccc(OCC(=O)NNC(=O)[C@@H]2CCCC[C@@H]2C(=O)O)c(Br)c1,-1%,2.1%,1%,-13%,-4%,
COc1ccc2c(c1)oc1c(SCc3nc4ccccc4[nH]3)nc(C)nc12,15%,5.8%,-1%,-1%,.,
CN(CCc1ccccn1)C(=O)CCC1CCCN(Cc2ccccc2OC(F)F)C1 (configuration not stated),-25%,0.1%,-9%,-1%,0%,
Cc1nonc1CN(C)C(=O)CC1C(=O)NCCN1Cc1ccccc1C(F)(F)F (configuration not stated),-15%,0.5%,-9%,2%,11%,
O=C(CSc1n[nH]c(=O)n1Cc1ccco1)Nc1ccccc1,-5%,i,0%,.,2%,

# Grouped by structure: those above with a cyano group (three)
SMILES,M. tuberculosis,VEEV TC-83 Vero,M. tuberculosis HTS,H1N1 NS1A inhibition,PhoP GFP inhibition,others
N#Cc1ccccc1OCC(=O)Nc1ccc(S(=O)(=O)N2CCOCC2)cc1,-2%,1.0%,-9%,1%,.,
N#CSCC(=O)c1cccc2ccccc12,51%,7.0%,8%,4%,-17%,
N#CCCN(C(=O)Cn1nc(C(=O)O)c2ccccc2c1=O)c1ccccc1,-6%,0.6%,5%,-6%,-10%,

# Continued.
SMILES,M. tuberculosis,VEEV TC-83 Vero,M. tuberculosis HTS,H1N1 NS1A inhibition,PhoP GFP inhibition,others
O=C(CSc1nnc(-c2cccnc2)s1)Nc1cccc(C(=O)O)c1,-9%,1.2%,42%,-3%,6%,
COc1ccc(C2(CNC(=O)C(c3ccccc3)c3ccccc3)CCOCC2)cc1OC,14%,i,1%,-8%,-2%,
CCC(NC(=O)C(C)NC)C(=O)N1CCCC1C(=O)NC1CCCc2ccccc21 (configuration not stated),-9%,0.0%,-1%,-16%,.,
Cc1nc2ccccc2c(=O)n1/N=C/c1ccccc1OC(F)F,1%,0.6%,11%,-4%,3%,

# Structural class, the compounds so far containing a tert-butyl group (3)
SMILES,M. tuberculosis,VEEV TC-83 Vero,M. tuberculosis HTS,H1N1 NS1A inhibition,PhoP GFP inhibition,others
CC(C)(C)C(=O)N(Cc1ccc(Cl)cc1)c1cnccn1,-10%,i,-8%,3%,-1%,
COC(=O)c1cc2c(ccn2-c2ccc(F)cc2)n1CC(=O)C(C)(C)C,7%,1.6%,5%,6%,-28%,
CC(C)[C@H](NC(=O)c1ccc(C(C)(C)C)cc1)C(=O)N1CCN(Cc2ccc3c(c2)OCO3)CC1,51%,4.7%,36%,5%,.,
